HepG2 viability: counter-screen for TGF-b inhibitors: cytotoxicity in HepG2 cells | HepG2 CAGA-GFP viability, ATP luminescence, 18 h | hit rate 0.76% among 410,000 | AID 588856 | Potency, µM (top dose mostly 46.1 µM), inactives show at the highest dose activity change, negative = cytotoxicity, hits mostly cytotoxic; also: some results filed as inactive show a strong effect at the top dose
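CellTiter-Glo luminescence gave cytotoxicity after 18 hours at 37 degrees C. The cells were HepG2 CAGA-GFP in 1% FBS DMEM, stimulated with 500 pg/mL TGF-beta after compound addition. %Activity was normalised to no-cell wells (complete cell-killing) and DMSO (no toxicity), and curves were fitted and classified.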
TGFb inhibitor: blocks TGF-b signaling. hit rate 1.2% among 410,000. AID 588855. HepG2 CAGA-GFP TGF-b/SMAD3 reporter, GFP fluorescence, 18 h; TGF-beta stimulated, 500 pg/mL final. Potency, µM (top dose mostly 46.1 µM), for inactives: at the highest dose activity, negative = inhibition, usual class: inhibitors; also: % is scaled to controls: 0 for no effect and ±100 for the full control effect; nearly all actives have a fitted effect of over 65% in size
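GFP signal (ex488/em500-530) from TGF-beta-stimulated HEPG2 CAGA-GFP cells, 500 pg/mL final, 18 h at 37 degrees C in DMEM plus 1% FBS, normalized to unstimulated and DMSO-stimulated controls.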
Nrf2 inh: Nrf2 pathway inhibition; A549 ARE-Fluc reporter, luciferase luminescence, 18-24 h; Potency, µM (titrated, usually from 46 µM), for the others: top-dose activity change, negative = inhibition, actives largely listed as inhibitors; hit rate 2.1% among 360,000; AID 504444; also: % is scaled to controls: 0 for no effect and ±100 for the full control effect; nearly all actives have a fitted effect of over 60% in size
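In this cell-based qHTS, ARE-driven firefly luciferase in A549 cells reports Nrf2 activity; the luminescent signal after BugLite lysis is the measured value, with a prior CellTiter-Fluor read for cell health.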
MCF10A rerep: DNA re-replication induction in MCF 10a cells | hit rate 2.9% among 350,000 | MCF 10A DNA re-replication, Hoechst nuclear intensity, 48 h | Potency, µM (doses to about 46.1 µM), for the others: at the top dose activity, positive = re-replication, actives largely listed as activators; also: % of control where 0% means no effect; nearly all actives have a fitted effect of over 50% in size
ATXN viability: cell viability loss in ATXN counter-screen; S2 cells (HEK-293 line with an ATXN2-luciferase reporter) viability, CellTiter-Fluor protease fluorescence, 24 h; Potency, µM (highest dose often 56.7 µM), actives largely listed as cytotoxic; hit rate 0.49% among 400,000; also: nearly all actives have a fitted effect of over 40% in size
ATXN2 expr inh: ATXN2 expression inhibition. AID 1745845. HEK-293 ATXN2-luciferase reporter, luminescence, 24 h. Potency, µM (top dose mostly 57 µM), for the others: at the top dose activity change, negative = inhibition, most hits filed as inhibitors. hit rate 0.72% among 360,000; also: % is scaled to controls: 0 for no effect and ±100 for the full control effect; nearly all actives have a fitted effect of over 55% in size
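qHTS (up to 57 uM final) was run with 24 h compound exposure of reporter cells at 37 °C. Each well was multiplexed: SteadyGlo luminescence measured ATXN2-luciferase expression after a fluorogenic Gly-Phe-AFC viability readout (25 uM final).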
EPAC2 antagonist: blocks human EPAC2 exchange factor; Q8WZA2; EPAC2 GEF exchange of Rap1B-BODIPY-GDP, fluorescence; Potency, µM (doses to about 114 µM), without a hit: top-dose activity, negative = inhibition, hits mostly inhibitors; hit rate 0.18% among 360,000; AID 720708; also: % is scaled to controls: 0 for no effect and ±100 for the full control effect; nearly all actives have a fitted effect of over 45% in size; many of its hits are not listed in these tables
Target sequence (Q8WZA2 whole entry, looked up): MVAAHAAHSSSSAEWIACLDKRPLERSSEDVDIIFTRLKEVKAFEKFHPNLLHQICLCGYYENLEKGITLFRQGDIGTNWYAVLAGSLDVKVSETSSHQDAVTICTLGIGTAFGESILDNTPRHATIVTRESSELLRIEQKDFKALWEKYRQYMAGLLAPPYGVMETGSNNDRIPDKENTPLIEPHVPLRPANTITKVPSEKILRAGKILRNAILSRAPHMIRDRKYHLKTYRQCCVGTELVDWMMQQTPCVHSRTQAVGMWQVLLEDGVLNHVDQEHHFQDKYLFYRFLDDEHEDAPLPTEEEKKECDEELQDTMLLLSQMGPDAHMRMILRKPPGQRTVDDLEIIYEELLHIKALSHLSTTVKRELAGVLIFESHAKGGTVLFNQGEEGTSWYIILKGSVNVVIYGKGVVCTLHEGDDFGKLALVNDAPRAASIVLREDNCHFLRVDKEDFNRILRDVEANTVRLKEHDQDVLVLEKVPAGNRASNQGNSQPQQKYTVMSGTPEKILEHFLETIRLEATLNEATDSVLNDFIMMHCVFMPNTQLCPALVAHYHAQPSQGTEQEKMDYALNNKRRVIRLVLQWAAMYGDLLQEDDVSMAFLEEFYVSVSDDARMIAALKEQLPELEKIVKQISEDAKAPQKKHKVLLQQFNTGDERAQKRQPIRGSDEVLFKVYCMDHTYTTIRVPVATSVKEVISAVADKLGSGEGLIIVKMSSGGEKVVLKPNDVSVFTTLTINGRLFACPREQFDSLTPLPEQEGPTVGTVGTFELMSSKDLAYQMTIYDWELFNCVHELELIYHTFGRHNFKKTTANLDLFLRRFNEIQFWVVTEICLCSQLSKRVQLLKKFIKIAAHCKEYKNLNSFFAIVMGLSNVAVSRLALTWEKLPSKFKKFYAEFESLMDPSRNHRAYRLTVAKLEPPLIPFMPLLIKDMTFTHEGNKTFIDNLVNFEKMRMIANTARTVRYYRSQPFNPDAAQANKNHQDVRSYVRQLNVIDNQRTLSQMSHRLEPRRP
A549 viability: A549 cytotoxicity, counter-screen for Nrf2 inhibitors | A549 ARE-Fluc cells, CellTiter-Fluor viability, 18-24 h | Potency, µM (highest dose often 46 µM), for inactives: at the top dose activity change, negative = cytotoxicity, most hits filed as inhibitors | hit rate 0.16% among 390,000; also: % is scaled to controls: 0 for no effect and ±100 for the full control effect
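Cytotoxicity counterscreen: CellTiter-Fluor fluorescence was measured in A549 ARE_Fluc cells after 18-24 h of compound exposure in a concentration series. The subsequent BugLite luminescent read reports ARE-luciferase activity.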
Nrf2 ARE act: Nrf2 pathway activation; AREc32 ARE-luciferase reporter (MCF7-derived line), luminescence, 24 h; Potency, µM (top dose mostly 46.1 µM), for inactives: at the highest dose activation, hits mostly activators; hit rate 0.31% among 410,000; AID 624171; also: % of control where 0% means no effect; nearly all actives have a fitted effect of over 65% in size
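ARE-driven firefly luciferase activity in AREc32 cells measured after a 24 hr compound exposure at 37 deg C, using Steady-Glo reagent and a 30 min room-temperature hold.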
Numbers without * were called inactive; i = inactive; ? = inconclusive; . = no result given; [ ] = dose if it differs, or a comment. Calls follow the shape of the dose curve; as a rule, active = well fitted curve in the direction sought with a large enough effect; inconclusive = small, poorly fitted or top-dose-only effect, or another doubt; inactive = no such curve, though single readings can be large; an effect the other way counts as inactive or inconclusive. Potency is read from the fitted curve at half-maximal effect. These rows are one share of the data; rates above refer to the full screens.

Each structure is followed by: HepG2 viability	TGFb inhibitor	Nrf2 inh	MCF10A rerep	ATXN viability	ATXN2 expr inh	EPAC2 antagonist	A549 viability	Nrf2 ARE act
- COc1ccc(S(=O)(=O)N(C)C)cc1NC(=O)c1ccc(OCC(=O)N2CCOCC2)c(OC)c1
    -10%	0%	-9%	0%	?	-5%	16%	-6%	-0.5%
- Cc1ncsc1CCOC(=O)c1ccc(Cl)cc1
    -17%	-3%	16%	-5%	i	13%	1%	5%	4.1%
- CCNc1nc(NCC)n2c(SCC(=O)Nc3ccc(OC)c(OC)c3)nnc2n1
    8%	-19%	4%	-2%	?	1%	13%	1%	0.4%
- CCC(=O)N1CCCC(C)(C(=O)Nc2nccc3cccnc23)C1 (centres undefined)
    18%	16%	.	.	i	-2%	23%	.	-0.5%
- COc1ccc2c(c1OC)C(=O)N(c1ncn[nH]1)C2
    -2%	3%	4%	1%	i	3%	-8%	4%	0.6%
- S=C(NCCCc1cnc[nH]1)NCCCN(Cc1ccc(Cl)c(Cl)c1)c1ccc(Br)cn1
    10µM*	?	-6%	.	?	16µM*	4%	-11%	-4.3%
- O=c1[nH]nc(Cc2ccc(Cl)cc2)c2ccccc12
    -31%	-6%	?	18%	i	15%	1%	?	4.1%
- O=C1Nc2cc3c(cc2Sc2ccccc21)OCCO3
    -10%	19%	14%	?	i	6%	-4%	4%	-0.2%
- CCC1(CC)NC(=O)N(CC(=O)OC(C)C(=O)Nc2ccccc2OC)C1=O (centres undefined)
    11%	1%	25%	8%	i	-6%	-3%	3%	-0.2%
- Cc1ccc(CC2(C)C(=O)Nc3c(Cl)cccc32)cc1 (centres undefined)
    0%	5%	.	.	i	2%	?	.	-1.1%[9.22 µM]
- Cc1ccccc1-n1c(=O)cc(NCC2CCCO2)[nH]c1=O (centres undefined)
    4%	4%	0%	-20%	i	-8%	-4%	10%	-0.7%
- NC(=O)C1CCN(C(=O)COc2ccc(S(=O)(=O)NCc3ccccc3)cc2Cl)CC1
    0%	10%	12%	3%	i	1%	5%	-1%	-0.3%
- Cc1c(OC(=O)CNC(=O)OC(C)(C)C)ccc2c3c(c(=O)oc12)CCC3
    -4%	2%	4%	18%	?	-9%	11%	-3%	0.0%
- CCOc1ccc(NC(=O)c2cc(S(=O)(=O)NC3CCCC3)ccc2F)cc1
    -19%	?	.	.	.	.	.	0%	0.5%
- O=C(Nc1ccc(Cl)c(Cl)c1)Nn1cnnc1
    0%	9%	3%	-27%	i	-4%	5%	5%	0.2%
- Cc1cccc(NC2=C(Cl)C(=O)OC2OC(C)C)c1 (centres undefined)
    -15%	0%	?	-1%	i	.	-4%	1%	0.4%
- COc1cccc(-c2nc(NC(C)(C)C)c3ccccc3n2)c1O
    -19%	-52%	?	?	i	0%	-8%	?	-0.9%
- Cc1ccc(-c2cc(C(=O)Nc3ccc(S(=O)(=O)Nc4ncccn4)cc3)c3ccccc3n2)cc1
    7%	1%	1%	10%	i	13%	16%	-2%	0.7%
- O=C(Nc1cccc(C(=O)OCc2cc(=O)n3c4c(sc3n2)CCCC4)c1)c1ccc(Cl)cc1
    -31%	10µM*	.	.	.	.	.	-2%	11%
- CC(C)C(Nc1ccc(S(=O)(=O)N2CCOCC2)cc1[N+](=O)[O-])C(=O)O (centres undefined)
    1%	10%	-18%	2%	i	-19%	-7%	-14%	0.0%
- CCn1cc(C(=O)NC2CC(C)(C)Cc3c2cnn3-c2cccc(F)c2)cn1 (centres undefined)
    15%	7%	?	1%	i	8%	14%	-5%	-0.8%
- CC(Nc1ccccc1N1CCCCC1)C(=O)N1CCc2ccccc21 (centres undefined)
    22%	-8%	9.2µM*	0%	i	-20%	-7%	-9%	-0.2%
- Cc1ccc(-c2csc(NCCn3c(-c4ccncc4)nc4ccccc43)n2)cc1
    -20%	?	?	2%	i	?	-2%	1%	4.0%
- CC(C)(C)c1ccc(C(=O)Nc2cc(-c3ccccc3)nn2-c2ccccc2)cc1
    6%	-1%	.	.	i	6%	.	-8%	-1.0%
- COCCCNC(=O)c1oc2c(c1C)-c1nn(Cc3ccccc3Cl)cc1CC2
    -21%	-17%	-11%	.	.	.	.	6%	-0.5%
- CC(C)OC(=O)C(C)Oc1ccc(C(=O)NCCc2ccccc2)cc1 (centres undefined)
    -16%	-8%	12%	8%	i	-20%	-5%	-12%	-0.3%
- COc1ccc(C(=O)Nc2ccccc2C(=O)N/N=C/c2ccc(O)c(OC)c2)cc1
    3.5µM*	-7%	?	?	i	16%	-6%	-7%	-4.1%
- CC(=O)Oc1ccc(Cn2c(C)c(C(=O)NCCC#N)sc2=O)cc1
    16%	10%	.	.	i	11%	1%	.	0.5%
- CC(NC(=O)COc1ccccc1)C1COc2ccccc2O1 (centres undefined)
    -7%	0%	18%	?	i	-6%	16%	-2%	-0.8%
- Cc1c(Cl)cccc1NC(=O)CC(c1ccc(F)cc1)N1Cc2ccccc2C1=O (centres undefined)
    -28%	18µM*	-24%	.	.	.	.	?	7.0%
- CCOC(=O)C1CCCN(C(=O)c2cc3cc(OC)c(OC)cc3[nH]2)C1 (centres undefined)
    28%	8%	15%	-7%	i	-2%	3%	0%	0.3%
- CN(C(=O)CSc1ncnc2sccc12)c1c(N)n(Cc2ccccc2)c(=O)[nH]c1=O
    1%	5%	5%	-11%	i	18%	0%	-4%	-0.2%
- C=CCC1NS(=O)(=O)O[C@H](CCCC)[C@@H]1O (some centres undefined)
    10%	0%	-10%	-7%	i	9%	13%	1%	-0.9%
- O=C(O)c1ccc(C2SCC(=O)N2Cc2ccccc2)cc1 (centres undefined)
    3%	3%	-3%	?	i	-2%	-10%[57.1 µM]	-11%	-0.6%
- Cc1cc(=O)[nH]c2nnc(SCc3ccc(Cl)cc3)n12
    -6%	22%	.	.	.	.	.	-3%	2.0%
- COc1ccccc1NC(=O)C(=O)/C=C(\O)c1ccccc1
    10%	15%	9%	-17%	i	20%	-2%	-5%	28%
- Cc1cc([N+](=O)[O-])nn1CC(=O)NC(C)c1ccccc1 (centres undefined)
    21%	17%	6%	-1%	i	-12%	6%	0%	-0.8%
- CCOc1ccc2c(c1)c(N=O)c(O)n2C
    -17%	3%	-14%	12%	i	5%	-4%	3%	3.0%
- COc1cc(C2CC(=O)N(c3ccccc3)C3=C2C(=O)OC3)cc(OC)c1OC (centres undefined)
    -10%	0%	1%	.	i	2%	.	-6%	-0.7%
- COc1cc(CCCN2C(N)=NC[C@@H]2c2ccccc2)cc(OC)c1OC
    7%	4%	0%	29%	i	8%	2%	-1%	0.2%

Later entries:
Molecule,HepG2 viability,TGFb inhibitor,Nrf2 inh,MCF10A rerep,ATXN viability,ATXN2 expr inh,EPAC2 antagonist,A549 viability,Nrf2 ARE act
O=C(NC1CCCC1)C(c1cccs1)N(Cc1ccco1)C(=O)Cn1nnc(-c2cccs2)n1 (centres undefined),-12%,-18%,0%,13%,i,-4%,12%,7%,0.1%
C/C(=N\NC(=O)CCCOc1ccc(Cl)cc1C)c1ccc(C)o1,-21%,-3%,?,2%,i,-25%,6%,-4%,-0.6%
O=C(Nc1ccc(-n2ccc(C(F)(F)F)n2)cc1)c1cccs1,-14%,0%,16%,0%,i,37%[activator],-7%,2%,5.2%
COc1ccc(Cl)cc1NC(=O)Nn1cnnc1,12%,-18%,-9%,8%,i,-3%,4%,5%,-0.4%
CCOC(=O)c1ccc(N2C(=O)CC(Nc3ccc(O)cc3)C2=O)cc1 (centres undefined),1%,12%,-12%,?,i,8%,6%,-5%,27%
COCCNC(=O)C1(C)CCN(C(=O)c2cc(C)n(C(C)(C)C)n2)C1 (centres undefined),7%,2%,.,.,i,6%,10%,.,0.6%
COc1ccccc1/C=C/C=N/n1c(-c2n[nH]c3c2CCC3)n[nH]c1=S,4%,?,-44%,?,?,.,9%,-12%,2.0%
O=C(COC(=O)CC1SC(N2CCCC2)=NC1=O)Nc1ccc(Br)cc1 (centres undefined),-1%,2%,0%,9%,i,8%,5%,1%,0.0%
N#Cc1ccc(OC(=O)c2cnccn2)cc1,4%,9%,11%,-15%,i,1%,2%,-1%,-0.8%
COc1ccccc1-c1c(C)oc2c(CN3CCN(C)CC3)c(O)ccc2c1=O,2%,-3%,3%,0%,i,1%,5%,.,-0.5%
COc1cccc(NC(=O)CN2CCN(S(=O)(=O)c3ccc(C(C)C)cc3)CC2)c1,-14%,-19%,-10%,2%,i,-1%,-5%,-1%,2.1%

Some of these compounds in order of SMILES length, rising:
Molecule,HepG2 viability,TGFb inhibitor,Nrf2 inh,MCF10A rerep,ATXN viability,ATXN2 expr inh,EPAC2 antagonist,A549 viability,Nrf2 ARE act
N#Cc1ccc(OC(=O)c2cnccn2)cc1,4%,9%,11%,-15%,i,1%,2%,-1%,-0.8%
O=C(COC(=O)CC1SC(N2CCCC2)=NC1=O)Nc1ccc(Br)cc1 (centres undefined),-1%,2%,0%,9%,i,8%,5%,1%,0.0%
COc1ccccc1-c1c(C)oc2c(CN3CCN(C)CC3)c(O)ccc2c1=O,2%,-3%,3%,0%,i,1%,5%,.,-0.5%
COc1ccccc1/C=C/C=N/n1c(-c2n[nH]c3c2CCC3)n[nH]c1=S,4%,?,-44%,?,?,.,9%,-12%,2.0%
COc1cccc(NC(=O)CN2CCN(S(=O)(=O)c3ccc(C(C)C)cc3)CC2)c1,-14%,-19%,-10%,2%,i,-1%,-5%,-1%,2.1%

Screening data from PubChem.
